UbGFP stabilizer: Ubiquitin-GFP Assay | Potency, µM (series often up to 45.9 µM), for the others: at the highest dose activation (GFP accumulation), usual class: activators | Ubiquitin-GFP reporter cells, proteasome inhibition, GFP fluorescence; response scale: untreated = 0%, 10 µM MG-132 = 100% | 67,000 tested, under 10 active | AID 526, 2006; active = well fitted activation curve with a large enough effect, not every such curve was filed as active; inconclusive = small, poorly fitted or top-dose-only effect, or another doubt; inactive = no such curve, though single readings can be large or run the other way; also: potency is read from the fitted curve at half-maximal effect
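U2OS cells expressing ubiquitin(G76V)-GFP, seeded overnight in 0.5% FBS medium, then treated 4 hr at 37 C across 46 uM to 2.9 nM. GFP-positive cells counted by laser cytometry (488 ex/515 em); %activity scaled between basal and 10 uM MG-132.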
HBB splice mod: qHTS Assay for Modulators of Hemoglobin Beta Chain Splicing; actives 0.06% (n = 65,000); Potency, µM (titrated, usually from 46.1 µM), for the others: top-dose activation, hits mostly activators; HBB splicing reporter cell assay, activation; EGFP reporter with mutant IVS2-654 intron; response scale: normalised to 500 nM splice-correcting PNA; also: potency is read from the fitted curve at half-maximal effect; 0% is about no effect
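HeLa cells stably expressing EGFP interrupted by mutant beta-globin intron 2 (IVS2-654), 500/well in 2% FCS. Treated with compound for 2 days at 37C. Splicing correction scored as total well GFP intensity (488 nm excitation, 500-520 nm emission); 500 nM antisense PNA served as control.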
Fluorescein autfl: qHTS Assay for Spectroscopic Profiling in Fluorescein Spectral Region. Compound autofluorescence, 480/540 nm, fluorescein-equivalent; active compounds read high. max fluorescein-equivalent concentration, M. actives 0.91% (n = 59,000); in the data active = max fluorescein-equivalent concentration above about 10 nM; inconclusive = between about 1.1 nM and that limit
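Compounds were pin-transferred into 100 mM Tris buffer, pH 8.0, and incubated 15 min at room temperature. Fluorescence was read at 480 nm excitation/540 nm emission. Signals were normalized to an on-plate six-point fluorescein standard curve as dye-equivalent concentration.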
ERK AVP inh: qHTS Assay for Inhibitors of the ERK Signaling Pathway using a Homogeneous Screening Assay | Potency, µM (highest dose often 57.5 µM), for the others: at the top dose activity, negative = inhibition, hits mostly inhibitors | AID 995, 2007 | actives 0.99% (n = 72,000) | HEK293-V1b, vasopressin-stimulated pERK AlphaScreen; also: potency is read from the fitted curve at half-maximal effect; % is scaled to controls: 0 for no effect and ±100 for the full control effect; nearly all actives have a fitted effect of over 55% in size
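Phosphorylated ERK1/2 detected via AlphaScreen bead proximity in lysates of V1b-expressing HEK293 cells given 25 nM vasopressin for 5 min after 30 min compound exposure (37 °C). AC50 from Hill equation; basal DMSO 0%, vasopressin 100%.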
Texas Red fluor: qHTS Assay for Spectroscopic Profiling in Texas Red Spectral Region. Compound fluorescence, Texas Red channel, 547/618 nm; active compounds read high. max dye-equivalent concentration, M. actives 0.06% (n = 59,000). AID 587, 2007; in the data active = max dye-equivalent concentration above about 10 nM; inconclusive = between about 1.1 nM and that limit
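qHTS profiling of intrinsic compound fluorescence; 100 mM Tris pH 8.0; 15 min RT; ex 547 / em 618 nm; response expressed as Texas Red dye-equivalent concentration from six-point plate standard.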
CRE Fsk mod: Cell signaling CRE-BLA (Fsk stim). CHO CRE-bla reporter (cAMP response element driving beta-lactamase), forskolin EC10, beta-lactamase ratio. Potency, µM (titrated, usually from 38.2 µM), without a hit: at the highest dose activity change, negative = inhibition, hits mostly activators. actives 2.5% (n = 71,000). AID 662, 2007; active = well fitted activation curve with a large enough effect in the signal ratio, with a control signal flat, not every such curve was filed as active; inconclusive = small, poorly fitted or top-dose-only effect, or effect the other way, or a change in a side signal; the % refers to the signal ratio; also: potency is read from the fitted curve at half-maximal effect; % of control where 0% means no effect
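Using CellSensor CRE-bla CHO cells in Opti-MEM with 0.5% dialyzed FBS, compounds were titrated with EC10 NKH 477 for 3 h at 37 °C. CCF4 ratio (460/530 nm) gave %Activity; AC50 derived.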
A350 autofl: qHTS Assay for Spectroscopic Profiling in A350 Spectral Region; Compound autofluorescence, 340/450 nm, Alexa 350 dye-equivalents; active compounds read high; max dye-equivalent concentration, M; actives 11% (n = 59,000); AID 590, 2007; in the data active = max dye-equivalent concentration above about 10 nM; inconclusive = mostly about 1.1 nM to 9.6 nM
4-MU autofl: qHTS Assay for Spectroscopic Profiling in 4-MU Spectral Region; compound autofluorescence, 340/450 nm, 4-MU equivalents; active compounds read high; max dye-equivalent concentration, M; actives 11% (n = 59,000); AID 589, 2007; in the data active = max dye-equivalent concentration above about 10 nM; inconclusive = mostly about 1.1 nM to 9.6 nM
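Intrinsic fluorescence at 340/450 nm (ex/em) was read after 15 min at room temperature in pH 8.0, 100 mM Tris. Each compound concentration expressed as 4-MU-equivalent concentration from a six-point 4-MU standard series on each plate.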
GFP derepression: qHTS Assay for Epigenetic Modulators. actives 0.09% (n = 68,000). mouse C127i GFP locus derepression, cytometry, 30 h. Potency, µM (top dose mostly 46.1 µM), without a hit: top-dose GFP derepression (activation); also: % of control where 0% means no effect
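Read-out is the number of GFP-positive cells, scored as fluorescent objects 20 to 120 um wide, reflecting derepression of a silenced CMV-GFP reporter in murine C127i cells after 30 h compound exposure at 37 C.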
Hsp90 Hop PPI: qHTS Assay for Disrupters of an Hsp90 Co-Chaperone Interaction. Hsp90 C-terminal peptide / TPR2A (Hop) interaction, human. Potency, µM (titrated, usually from 57 µM), for the others: at the top dose activity change, negative = inhibition. actives 0.44% (n = 71,000). AlphaScreen TPR2A-His6 binding biotin-Hsp90 C-terminal peptide; active = well fitted curve in either direction with a large enough effect; inconclusive = small, poorly fitted or top-dose-only effect, or another doubt; also: potency is read from the fitted curve at half-maximal effect; % is scaled to controls: 0 for no effect and ±100 for the full control effect; many of its hits are not listed in these tables
FLuc inh: qHTS Assay for Inhibitors of Firefly Luciferase. actives 2.2% (n = 72,000). Luciferin 4-monooxygenase (Photinus pyralis), P08659. Potency, µM (titrated, usually from 57.1 µM), inactives show top-dose activity change, negative = inhibition, most hits filed as inhibitors. purified firefly luciferase, luminescence, 8 min; also: potency is read from the fitted curve at half-maximal effect; % is scaled to controls: 0 for no effect and ±100 for the full control effect; nearly all actives have a fitted effect of over 40% in size
Target sequence (P08659 whole entry, looked up): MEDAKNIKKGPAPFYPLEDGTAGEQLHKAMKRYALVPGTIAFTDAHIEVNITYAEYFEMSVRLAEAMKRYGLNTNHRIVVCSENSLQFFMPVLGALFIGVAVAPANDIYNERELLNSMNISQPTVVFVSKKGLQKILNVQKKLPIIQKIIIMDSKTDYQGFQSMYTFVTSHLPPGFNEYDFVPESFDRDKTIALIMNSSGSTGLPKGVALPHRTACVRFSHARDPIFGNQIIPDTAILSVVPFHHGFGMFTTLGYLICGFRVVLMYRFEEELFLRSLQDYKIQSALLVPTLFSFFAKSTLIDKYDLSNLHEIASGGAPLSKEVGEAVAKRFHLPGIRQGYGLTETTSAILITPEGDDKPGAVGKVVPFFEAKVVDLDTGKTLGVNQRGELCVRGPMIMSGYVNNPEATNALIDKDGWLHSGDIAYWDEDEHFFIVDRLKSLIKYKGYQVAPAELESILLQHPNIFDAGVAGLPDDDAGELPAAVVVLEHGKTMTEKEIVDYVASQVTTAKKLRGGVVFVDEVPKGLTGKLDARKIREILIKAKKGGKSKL
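Compounds were tested as concentration series (qHTS) against purified P. pyralis luciferase with luciferin and 10 uM ATP in 50 mM imidazole pH 7.2, 50 mM KCl, 7 mM MgCl2, 0.01% Tween 20, 0.05% BSA. Luminescence was read after 8 min at ambient temperature.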
Numbers without * were called inactive; i = inactive; u = inconclusive; x = not tested or not shown; [ ] = remark or other dose. Unless noted, calls follow the shape of the dose curve; as a rule, active = well fitted curve in the direction sought with a large enough effect; inconclusive = small, poorly fitted or top-dose-only effect, or another doubt; inactive = no such curve, though single readings can be large; an effect the other way counts as inactive or inconclusive.

smiles	GFP derepression	UbGFP stabilizer	ERK AVP inh	CRE Fsk mod	Fluorescein autfl	4-MU autofl	A350 autofl	Texas Red fluor	FLuc inh	HBB splice mod	Hsp90 Hop PPI
CC(=O)Oc1cccc(N2C(=O)C3C4C=CC(C4)C3C2=O)c1 (stereo unspecified)	-2%	-3%[9.17 µM]	-12%	u	x	x	x	x	-2%	5.8%[0.0738 µM]	-2%[11 µM]
Cc1ccc(C(=O)N(c2ccccn2)C(C)c2ccco2)cc1 (stereo unspecified)	5%	0%	5%	2%	i	i	i	u	3%	0.2%	-1%
CC(C)N1CC23C=CC(O2)C(C(=O)OCc2ccccc2)C3C1=O (stereo unspecified)	2%	0%	1%	-7%	x	x	x	x	1%	0.7%	0%
O=C(CSc1n[nH]c(-c2ccccc2)n1)c1ccc(O)c(O)c1	18%	1%	-6%	6%	i	i	i	i	-2%	-0.2%[57.5 µM]	-7%
COc1cc(SC)ccc1C(=O)OC1CCOC1=O (stereo unspecified)	3%	2%	2%	u	i	i	i	i	-1%	-0.4%	0%
O=C(COC(=O)C1CCCCC1)Nc1ccc(N2CCCCC2)cc1	0%	3%	-4%	-10%	i	i	i	i	-4%	-0.3%[57.5 µM]	-25%
COC(=O)C(C)Sc1nnc(SC(C)C(=O)OC)s1 (stereo unspecified)	0%	-7%	5%	u	u	3.1e-08M*	u	u	-1%	6.7%[1.84 µM]	-1%
CC(=O)c1ccc(OC(C)C)c(CSc2nc(O)cc(=O)[nH]2)c1	-2%	4%	15%	-4%	x	x	x	x	1%	-0.2%[9.22 µM]	8%
O=C(O)c1cc(S(=O)(=O)O)ccc1O	3%	2%	-6%	u	i	i	i	i	0%	-0.5%[57.5 µM]	-1%
Cc1ccccc1-c1ccc(Nc2ccc(N3CCOCC3)cc2)nn1	1%	-1%	u	-8%	i	i	i	i	-5%	x	-24%
CCOC(=O)c1cc2sccc2n1CC(=O)N1c2ccccc2CC1C (stereo unspecified)	0%	-1%	10%	-3%	i	i	i	i	4%	x	0%
O=C(OCc1nnc(-c2ccc(Cl)cc2)o1)c1ccncc1	0%	3%	8%	-3%	i	i	i	i	-2%	1.0%	-1%
O=C(/C=N/O)NCCCN1CCOCC1	0%[20.6 µM]	x	x	x	i	i	i	i	4%[25.5 µM]	x	x
N#CC1=C(N)OC(c2ccccc2)=C(C#N)C1c1ccc2c(c1)OCO2 (stereo unspecified)	0%	0%	-27%	u	u	i	i	u	-2%	-0.7%	-5%
C[C@@]12C(=O)OC(=O)[C@@]1(C)[C@@H]1CC[C@@H]2O1	2%	3%	1%	u	x	x	x	x	-1%	x	-15%
Cn1c(=O)oc2cc(S(=O)(=O)NC3CCN(Cc4ccccc4)CC3)ccc21	0%	3%	8%	-5%	x	x	x	x	2%	-0.7%	1%
CCC(C)(C(=O)NC1CCCC1)N(Cc1cccs1)C(C)=O (stereo unspecified)	-2%	-12%	19%	-12%	i	i	i	i	0%	-0.8%	0%
CCOc1cc(S(=O)(=O)n2nc(C)cc2C)ccc1F	0%	1%	10%	6%	i	i	i	i	-3%	-0.6%	0%
CN1CCN(S(=O)(=O)c2ccc3[nH]cc(C(=O)O)c(=O)c3c2)CC1	2%	-1%	8%	-1%	u	u	1.2e-08M*	u	4%	-2.4%[0.369 µM]	-1%
COc1ccc(N=CC2=C(O)CC(C)(C)CC2=O)cc1	-2%	-15%	-20%	u	x	x	x	x	-18%	-1.2%	-8%
Cc1ccnc(SCCn2c(N3CCN(C)CC3)nc3c2c(=O)[nH]c(=O)n3C)n1	-3%	-2%	-17%	-15%	u	i	i	i	4%	4.8%	22%
CCOC(=O)c1nnn(-c2nonc2N)c1-c1ccc(OC)cc1	0%	-2%	-23%	0%	i	i	i	i	3%	-1.5%	4%
Cn1c(Cc2cccs2)nnc1SC/C=C/c1ccccc1	3%	0%	-24%	-15%	u	i	i	i	-3%	-0.9%	-3%
Cc1ccc(N2CC(C(=O)Nc3cccc(F)c3)CC2=O)cc1 (stereo unspecified)	-2%	11%	-25%	-1%	x	x	x	x	-3%	-0.5%	-4%
CC(=O)Nc1cc(C(=O)O)ccc1S(=O)(=O)c1ccc(Cl)cc1	-2%	x	17%	-1%	i	u	u	i	4%	1.7%[0.369 µM]	u
COc1cccc(NC(=O)Cc2nnc(SCC(=O)c3ccccc3)n2C)c1	0%	6%	-10%	u	i	i	u	i	-1%	-1.7%	-5%
O=C(O)Cn1cccc1C(=O)c1ccccc1	0%	x	-17%	-12%	u	i	i	i	1%	-0.8%[0.369 µM]	-3%
CCN(CC(=O)N1CCCCCC1)S(=O)(=O)c1ccc(Cl)cc1	3%	3%	-20%	-3%	i	i	i	u	1%	-0.3%	-1%
CCCn1c(=O)c2c(c3ccccc31)OC(C)C(=O)N2 (stereo unspecified)	0%	8%	-13%	11%	i	i	i	i	-5%	-0.4%	-2%
N#CC1=C2SCN(Cc3ccccc3)CN2C(=O)CC1c1ccccc1F (stereo unspecified)	-6%	8%	u	-11%	x	x	x	x	-4%	0.8%	-5%

Just FLuc inh, for three of the compounds above:
SMILES | FLuc inh
Cn1c(Cc2cccs2)nnc1SC/C=C/c1ccccc1 | -3%
CC(=O)Nc1cc(C(=O)O)ccc1S(=O)(=O)c1ccc(Cl)cc1 | 4%
N#CC1=C2SCN(Cc3ccccc3)CN2C(=O)CC1c1ccccc1F (stereo unspecified) | -4%

With a hit mark in A350 autofl (from the list above):
Compound	GFP derepression	ERK AVP inh	CRE Fsk mod	4-MU autofl	A350 autofl	Texas Red fluor	FLuc inh	Hsp90 Hop PPI
CN1CCN(S(=O)(=O)c2ccc3[nH]cc(C(=O)O)c(=O)c3c2)CC1	2%	8%	-1%	u	1.2e-08M*	u	4%	-1%

(list continues)
smiles	GFP derepression	UbGFP stabilizer	ERK AVP inh	CRE Fsk mod	Fluorescein autfl	4-MU autofl	A350 autofl	Texas Red fluor	FLuc inh	HBB splice mod	Hsp90 Hop PPI
C=CCOc1ccc(/C(O)=C2\C(=O)C(=O)N(CCN(C)C)C2c2cccs2)cc1 (stereo unspecified)	0%[20.6 µM]	x	x	x	i	i	i	i	0%[25.5 µM]	x	x
CCOc1ccc(CCNc2nc3c(c(=O)n(C)c(=O)n3C)n2CC)cc1OCC	-3%	-4%	-3%	26%	i	i	i	u	0%	-5.5%[0.369 µM]	0%
CCNC(=O)Cc1ccc(NS(=O)(=O)c2ccc(F)cc2)cc1	4%	-11%	-3%	-8%	i	i	i	u	-3%	-0.4%[1.84 µM]	0%
CCN(CC)CCCN1C(=O)C(O)=C(C(=O)c2cccs2)C1c1ccccn1 (stereo unspecified)	1%	5%	2%	-2%	i	i	i	i	1%	0.1%	-3%
N#CC1=C(N)C(C#N)(C#N)[C@H](c2ccoc2)[C@H]2CN(Cc3ccccc3)CC=C12	-5%	x	-8%	10µM*	3.5e-08M*	4.1e-07M*	6.5e-07M*	u	2%	0.6%[0.369 µM]	-15%
CCOC(=O)c1c(C)c(-c2ccccc2)n(CC(=O)N2CCCC2)c1C	x	-2%	-16%	6%	x	x	x	x	1%	-0.4%	-5%[2.3 µM]
O=C(Cn1cnc2ccccc2c1=O)c1ccc2c(c1)OCCO2	0%	-4%	-12%	1%	u	i	i	i	13µM*	-2.0%	-3%
COc1ccc(Oc2ncnc3c2ncn3Cc2ccccc2)cc1	2%	-2%	-29%	12%	i	i	i	i	0%	-0.6%	1%

Complete entries, quoted from the list. Screens in order: GFP derepression	UbGFP stabilizer	ERK AVP inh	CRE Fsk mod	Fluorescein autfl	4-MU autofl	A350 autofl	Texas Red fluor	FLuc inh	HBB splice mod	Hsp90 Hop PPI
CCN(CC)CCCN1C(=O)C(O)=C(C(=O)c2cccs2)C1c1ccccn1 (stereo unspecified) is listed with 1%	5%	2%	-2%	i	i	i	i	1%	0.1%	-3%
CCOC(=O)c1c(C)c(-c2ccccc2)n(CC(=O)N2CCCC2)c1C is listed with x	-2%	-16%	6%	x	x	x	x	1%	-0.4%	-5%[2.3 µM]

Assay outcomes: PubChem, National Center for Advancing Translational Sciences (NCATS)

These rows are one share of the data (hit frequency here may not be typical).
